# CHO-K1 Ca antag – M1 antagonist counterscreen hit in parental CHO-K1 cells | ATP-induced calcium, Fluo-8 fluorescence | inhibition, % at 3 µM | hit rate 0.6% among 360,000 | AID 602250;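 active means inhibition above a per-plate cutoff, the plate's mean sample inhibition plus 3 SD, cut at about 24% in these data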;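 further: 0% = DMSO plus EC80 ATP and 100% = DMSO alone without ATP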
# M5 PAM – CHRM5 positive allosteric modulation; activation, % at 3 µM; CHO-K1 hM5, Fluo-8 calcium, ACh EC20 PAM; 0% = ACh EC20, 100% = ACh EC100; hit rate 0.3% among 360,000; AID 624038; P08912;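 active means activation above the run cutoff, the mean activation of all test compounds plus 3 SD, cut at about 18% in these data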
# Target sequence (P08912 whole entry, looked up): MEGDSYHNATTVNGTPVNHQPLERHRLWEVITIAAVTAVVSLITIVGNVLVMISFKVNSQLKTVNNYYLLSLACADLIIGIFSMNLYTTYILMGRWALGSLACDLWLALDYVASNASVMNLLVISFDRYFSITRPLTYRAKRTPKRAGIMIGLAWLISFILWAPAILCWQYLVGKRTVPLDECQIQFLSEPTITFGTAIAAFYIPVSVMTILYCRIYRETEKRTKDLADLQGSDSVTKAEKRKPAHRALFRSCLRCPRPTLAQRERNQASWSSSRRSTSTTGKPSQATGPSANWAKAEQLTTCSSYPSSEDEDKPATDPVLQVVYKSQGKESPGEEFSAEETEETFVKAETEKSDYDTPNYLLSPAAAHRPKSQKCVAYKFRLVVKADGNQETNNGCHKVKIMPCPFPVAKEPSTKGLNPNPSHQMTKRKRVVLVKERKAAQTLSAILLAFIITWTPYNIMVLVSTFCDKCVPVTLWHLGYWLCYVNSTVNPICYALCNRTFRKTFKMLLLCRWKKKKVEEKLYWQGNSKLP
#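 System: CHO-K1 cell line with stable human muscarinic M5 receptor expression | Also added: EC20 acetylcholine as agonist stimulus | Compound: One concentration, 3 µM final (nominal) | Timing: Fluo-8 loading 80 min at 37 °C plus 30 min room temperature | Measured by: Fluo-8 calcium dye fluorescence, kinetic read | Read-out basis: % activation, ACh-normalized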
# M5 antag – CHRM5 antagonism in calcium assay; inhibition, % at 3 µM; AID 624040; P08912; CHO-hM5 cells, Fluo-8 calcium fluorescence, ACh EC80; hit rate 0.59% among 360,000;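 active means inhibition above a per-plate cutoff, the mean of that plate's test compounds plus 3 SD, cut at about 27% in these data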;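 further: 0% = acetylcholine EC80 with DMSO and 100% = DMSO without agonist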
# M4 PAM – positive allosteric modulators of human muscarinic M4 receptor | P08173 | activation, % at 3 µM | CHO-K1 hM4/Gqi5, Fluo-8 calcium fluorescence, ACh EC20; 0% = ACh EC20, 100% = maximal ACh | AID 624126 | hit rate 0.4% among 360,000;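 active means activation above its plate's cutoff, the mean activation of sample wells plus 3 SD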; further: some results filed as inactive read as strong as hits
# Target sequence (P08173 whole entry, looked up): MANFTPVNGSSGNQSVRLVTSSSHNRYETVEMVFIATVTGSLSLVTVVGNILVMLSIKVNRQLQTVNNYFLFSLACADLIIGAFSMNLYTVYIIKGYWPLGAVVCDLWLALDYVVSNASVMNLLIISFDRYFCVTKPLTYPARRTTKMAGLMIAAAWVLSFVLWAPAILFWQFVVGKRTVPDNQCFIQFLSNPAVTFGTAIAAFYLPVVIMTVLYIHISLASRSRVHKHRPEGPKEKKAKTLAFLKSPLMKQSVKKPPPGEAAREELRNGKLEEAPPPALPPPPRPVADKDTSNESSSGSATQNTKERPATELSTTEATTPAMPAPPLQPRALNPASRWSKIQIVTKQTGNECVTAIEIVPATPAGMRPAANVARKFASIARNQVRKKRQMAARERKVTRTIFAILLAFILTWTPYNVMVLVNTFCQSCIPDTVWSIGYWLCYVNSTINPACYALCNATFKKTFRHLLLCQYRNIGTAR
# CHRM4 agonist – CHRM4 agonism in calcium assay | hit rate 0.14% among 360,000 | P08173 | CHO-K1 hM4/Gqi5, Fluo-8 calcium fluorescence; vehicle 0%, full acetylcholine response 100% | activation, % at 3 µM;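 active means activation above the run mean over all test wells plus 3 SD, cut at about 32% in these data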;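 further: peak over basal fluorescence ratio per well then scaled between controls; 0% = DMSO wells and 100% = acetylcholine at EC100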
# CHRM5 agonist – CHRM5 agonism in calcium assay. P08912. activation, % at 3 µM. hit rate 0.19% among 360,000. AID 624037. CHO-K1 hM5 cells, Fluo-8 calcium fluorescence; 0% DMSO wells, 100% maximal acetylcholine response;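 active means activation above the run's mean over test compounds plus 3 SD, cut at about 23% in these data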;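 further: signal is peak over basal fluorescence ratio across the kinetic read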
# M1 ag parental – nonselective activator or artifact in parental CHO-K1 cells; Fluo-8 calcium fluorescence; scaled to maximal ATP response, vehicle zero; activation, % at 3 µM; hit rate 0.48% among 360,000; AID 602248; in the data active means activation above about 15%;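 further: untransfected CHO-K1 host cells lacking M1 receptor as counterscreen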
# M1 PAM parental – M1 PAM counterscreen hit in parental CHO-K1 cells. hit rate 0.02% among 360,000. AID 602247. activation, % at 3 µM. ATP EC20, Fluo-8 calcium fluorescence; 0% at ATP EC20, 100% at ATP max;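 active means activation above the run cutoff, the mean activation of all test compounds plus 3 SD, cut at about 40% in these data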;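 further: peak over basal fluorescence ratio in a 140 s read after ATP addition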
# M4 antag – CHRM4 antagonism in calcium assay; P08173; CHO-hM4 cells, ACh EC80, Fluo-8 calcium fluorescence; inhibition, % at 3 µM; hit rate 0.73% among 360,000; AID 624125;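 active means inhibition above its plate's cutoff, the mean inhibition of sample wells plus 3 SD, cut at about 27% in these data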;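 further: 0% = acetylcholine EC80 with DMSO and 100% = DMSO without agonist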
# * marks the source's active call; other numbers are inactive results; & = joins results of further samples.
SMILES	CHRM5 agonist	CHRM4 agonist	M1 ag parental	M1 PAM parental	M4 PAM	M5 PAM	M4 antag	CHO-K1 Ca antag	M5 antag
Cc1ccc(S(=O)(=O)N2CCN(CC(=O)Nc3ccccc3Cl)CC2)cc1	0	0	-0.1	23	-1	-1	-7	-22	1
CCCCNC(=O)C[C@@H]1C[C@@]2(C(=O)OCC)CCC=C2N(Cc2ccccc2)C1=O	0	0	0.0	-6	3	0	4	-23	4
CC1CCCCN1S(=O)(=O)c1csc(C(N)=O)c1 (centres undefined)	-5	0	0.2	6	5	6	0	4	-2
O=C(CCNS(=O)(=O)c1cccc2nsnc12)N1CCN(c2ccccn2)CC1	-7	3	1.0	16	1	-4	-2	0	7
CC(NC(=O)C(NS(=O)(=O)c1cccc2nsnc12)C(C)C)c1ccccc1 (centres undefined)	8	1	-0.1	23	-1	-1	-1	-7	2
COc1cc2[nH]c3c(c2cc1OC)CCN1CCCC[C@@H]31	0	2	1.0	-17	4	-3	-21	8	-2
COC(=O)c1ccc(S(=O)(=O)NCc2ccc(S(N)(=O)=O)cc2)o1	3	-1	0.0	14	-13	-3	-16	-19	1
CCCCN1C(=O)/C(=C/C=C2/CC(C)(C)CN2C)SC1=S	47*	34*	38*	2	-11	-15	25	28*	36*
CCOC(=O)N1CCN(C(=O)CCS(=O)(=O)c2ccc3c(c2)CCN3C(=O)CC)CC1	-5	0	0.0	0	3	2	-2	-18	-2
C=CCN1C(=O)C2(OCCCO2)c2cccc(Cl)c21	2	1	-0.2	2	0	-2	10	-1	-11

# Copied from the list.
# Under M4 antag, CC1CCCCN1S(=O)(=O)c1csc(C(N)=O)c1 (centres undefined) reads 0
# Under M5 PAM, CC(NC(=O)C(NS(=O)(=O)c1cccc2nsnc12)C(C)C)c1ccccc1 (centres undefined) reads -1
# Under M5 PAM, CCCCNC(=O)C[C@@H]1C[C@@]2(C(=O)OCC)CCC=C2N(Cc2ccccc2)C1=O reads 0

# Following part.
SMILES	CHRM5 agonist	CHRM4 agonist	M1 ag parental	M1 PAM parental	M4 PAM	M5 PAM	M4 antag	CHO-K1 Ca antag	M5 antag
CCCCCC(=O)N1C[C@H](n2cc(C3CC3)nn2)[C@@H](O)C[C@@H]1c1ccccc1	0	2	1.6	27	6	1	-20	-15	4
CCOc1ccc(N2C(=O)C3CCCN3C2=S)cc1 (centres undefined)	1	1	-0.4	-5	-4	-6	8	-2	10
CCN(CC)CCCNC(=O)c1ccc2c(=O)n(Cc3ccc4c(c3)OCO4)c(=S)[nH]c2c1	-17	0	0.6	-5	-9	3	9	-13	6
O=C(C(=O)N1CCN(c2ccc(F)cc2)CC1)c1c[nH]c2ccccc12	2	0	1.3	5	-5	-1	2	-7	5
Cc1ccc(-c2cnc3c(Cl)c(C)nn3c2)cc1	1	1	0.4	-4	-3	9	1	-9	-5
CC(=O)Nc1ccc2c(c1)NC(=O)CC2	-4	0	-0.5	-2	0	0	2	15	8
CCN1CCN(c2ccc(NC(=O)CCc3c(C)nc4c(-c5ccc(F)cc5)c(C)nn4c3C)cc2)CC1	-10	3	1.5	26	-8	-15	15	-8	6
CCCCCCNc1nc(NCc2ccco2)nc(OCC)n1	-15	-1	0.5	26	2	-8	-8	-8	-8
CNc1nc(N)c([N+](=O)[O-])c(NCCO)n1	0	1	0.7	19	6	-2	-4	-21	1
COc1ccc(C(=O)OCC(=O)N(C)C2CCS(=O)(=O)C2)cc1S(=O)(=O)N1CCCc2ccccc21 (centres undefined)	-5	2	1.2	2	5	-10	4	-14	6
Cc1cccc(C)c1Nc1cn[nH]c1	2	0	0.5	0	-6	-1	3	9	-1
CSCCC(NC(=O)c1ccc(Cl)c([N+](=O)[O-])c1)C(=O)N1CCN(C/C=C/c2ccccc2)CC1 (centres undefined)	-6	4	-0.2	5	-6	-3	24	-11	6
O=C(ONC1=NCCCCC1)c1cccc([N+](=O)[O-])c1	-2	0	0.0	-10	3	-4	2	20	8
COc1ccc(C(=O)Nc2cc(S(=O)(=O)N3CCCCC3)ccc2OC)cc1	1	1	0.0	-10	8	3	-10	-4	1
COc1ccc(OCCCC(=O)OCC(=O)NNC(=O)c2ccc([N+](=O)[O-])cc2)cc1	4	4	-0.1	-23	4	4	-1	18	3
CC1(C)CC(=O)C=C(c2ccc(-c3cccc4c3sc3ccccc34)cc2)C1=O	0	1	1.2	16	-1	0	-2	1	-7
Cc1ccc2ccccc2c1C(O)c1ncc(-c2ccccc2F)[nH]1 (centres undefined)	8	7	2.1	22	4	-6	-13	-12	5
CCn1cc(C(=O)Nc2ccc(NC(=O)c3ccco3)cc2)c(=O)c2ccc(C)nc21	2	1	0.0	2	12	7	0	-4	-4
CCCC(=O)c1ccc(N2CCCCCC2)c(F)c1	-2	0	-0.1	-9	-6	-3	3	18	0
COc1cccc(/C=N/NC(=O)Cn2cnc3c2c(=O)n(C)c(=O)n3C)c1	1	1	0.3	11	3	5	-5	-10	-6

# In the list so far, these have an aryl methoxy group.
SMILES	CHRM5 agonist	CHRM4 agonist	M1 ag parental	M1 PAM parental	M4 PAM	M5 PAM	M4 antag	CHO-K1 Ca antag	M5 antag
COc1cc2[nH]c3c(c2cc1OC)CCN1CCCC[C@@H]31	0	2	1.0	-17	4	-3	-21	8	-2
COc1ccc(C(=O)OCC(=O)N(C)C2CCS(=O)(=O)C2)cc1S(=O)(=O)N1CCCc2ccccc21 (centres undefined)	-5	2	1.2	2	5	-10	4	-14	6
COc1ccc(C(=O)Nc2cc(S(=O)(=O)N3CCCCC3)ccc2OC)cc1	1	1	0.0	-10	8	3	-10	-4	1
COc1ccc(OCCCC(=O)OCC(=O)NNC(=O)c2ccc([N+](=O)[O-])cc2)cc1	4	4	-0.1	-23	4	4	-1	18	3
COc1cccc(/C=N/NC(=O)Cn2cnc3c2c(=O)n(C)c(=O)n3C)c1	1	1	0.3	11	3	5	-5	-10	-6

# (cont.)
SMILES	CHRM5 agonist	CHRM4 agonist	M1 ag parental	M1 PAM parental	M4 PAM	M5 PAM	M4 antag	CHO-K1 Ca antag	M5 antag
CCOc1cc(/C=C/C(=O)O)ccc1OCCOc1ccccc1	-1	3	1.3	15	5	-3	-18	0	8
CCC(C)N1CC(=O)N2C(c3ccc(OC)cc3OC)c3[nH]c4ccccc4c3C[C@H]2C1=O (some centres undefined)	-3	3	0.5	18	-1	-2	-3	-17	3
CCOCCCNC(=S)N1CCCN(c2nc3cc(C)c(C)cc3cc2C#N)CC1	-7	2	1.6	17	-10	-3	12	-20	3
Cc1cccc2c1N(CCOc1ccc(C(C)(C)C)cc1)C(=O)C2=O	27*	-3	-0.3	-4	-11	-12	6	5	12
COc1ccc(C(c2nnnn2-c2ccc(OC)cc2)N2CCN(C/C=C/c3ccccc3)CC2)cc1 (centres undefined)	-8	4	0.3	4	-14	-23	8	-9	51*
CSc1nc(O)c(/C=C2\C=Nc3ccccc32)[nH]1	-1	2	0.3	3	14	5	8	-5	9
CCN1C[C@@H]2[C@@H]3C(=O)N(Cc4ccccc4)C(=O)[C@@H]3[C@](C)(C1=O)N2C(=O)c1ccccc1	0	1	0.4	14	7	7	-2	-19	1
COc1ccc(CNc2nc3ccccc3n2C(C)C)cc1	-1	0	1.5	2	-3	-1	7	-3	4
CCn1c(-c2ccccc2)c(C(=O)O)c2ccccc21	-3	0	-0.6	8	1	0	3	1	3
COc1ccc(/C=C/C(=O)NC(=S)Nc2ccc(S(N)(=O)=O)cc2)cc1OC	-3	0	0.8	-12	4	1	-7	8	7
CN(C)C(CNC(=O)c1cccc(S(=O)(=O)N2CCN(c3ccc(F)cc3)CC2)c1)c1ccccc1 (centres undefined)	-6	15	7.2	-16	-8	-23	-11	-7	10
O=S(=O)(c1ccc(NC(=S)N/N=C/c2c3ccccc3cc3ccccc23)cc1)N1CCOCC1	-2	1	0.8	3	7	-2	-7	6	10
CN(Cc1ccco1)S(=O)(=O)c1nnc(NC(=O)c2ccc(F)cc2)s1	2	9	6.9	15	0	-10	-14	-3	9
CCOc1cc(C=NN=C2c3ccccc3-c3ccccc32)ccc1O	-1	0	-0.7	3	6	0	-1	-11	8
CN(C)CCCN1CC(C(=O)O)CC1=O (centres undefined)	3	1	0.7	6	1	-4	3	-13	3
CCN(CC)C(=O)CSc1nnc(-n2nc(C)cc2C)c2ccccc12	0	1	0.1	-10	-4	-7	4	5	3
Nc1ccc(-c2nnn(CC(=O)N3CCCCC3)n2)cc1	3	1	-0.5	-9	-3	12	-6	-2	0
COc1ccc(C)cc1-n1nnnc1SCC(=O)Nc1cccnc1Cl	7	9	4.1	-9	4	-7	6	22	0
CCCn1cc(S(=O)(=O)c2ccc(Cl)cc2)c(=O)c2cc(OC)ccc21	1	2	2.3	14	3	-4	-5	-13	9
CCn1c(=O)c2c(nc3n2CCS3)n(C)c1=O	-4	1	0.8	23	0	-1	-1	-11	-3
O=c1c2ccccc2cnn1-c1ccc(Cl)cc1	-7	1	-0.2	15	12	-4	2	1	14
Cc1cccc(C(=O)N[C@@H]2c3ccccc3C[C@@H]2O)n1	-1	1	0.2	10	8	2	-11	-11	-1
CCN1C[C@@H]2[C@@H]3C(=O)N(C)C(=O)[C@@H]3[C@](Cc3ccccc3)(C1=O)N2C(=O)c1ccc(Br)cc1	0	2	0.1	-5	4	0	-12	-3	8
COc1ccccc1NC(=O)C(=O)NCC(c1ccco1)N1CCc2ccccc2C1 (centres undefined)	-4	0	0.0	0	6	2	-1	5	10
Cc1nc2c(s1)sc1ccccc12	-7	0	-0.2	-9	-4	-4	6	24*	-2
O=C(Nc1ccn(CCCN2CCN(c3ccccc3)CC2)c(=O)n1)OCc1ccccc1	-3	6	2.2	11	-6	-5	-4	-8	7
NCc1ccc2[nH]c(=O)[nH]c2c1	3	1	0.2	-3	-2	0	2	-4	3
O=C(CSCc1ccccc1)Nc1cccc(F)c1	-2	0	1.0	7	-9	-11	4	-8	10
O=C1CCC([N+](=O)[O-])C(c2ccc(F)c(Br)c2)N1 (centres undefined)	-1	1	1.2	-2	-2	4	4	-12	-2
CCn1c2ccccc2c2cc(NC(=O)c3ccc(C)c([N+](=O)[O-])c3)ccc21	-2	2	0.0	3	10	-3	-11	-14	0
CCOC(=O)C1=C(c2ccccc2)N=c2s/c(=C\c3cc(OC)c(OC)c(OC)c3)c(=O)n2C1c1cccs1 (centres undefined)	1	1	4.0	18	0	-4	-3	1	-3
CC1(C)NC(=O)N(CCOCCOc2c(Cl)cc(Cl)cc2Cl)C1=O	0	1	1.6	15	-1	4	-1	-7	-4
COP(=O)(OC)C(Nc1ccc(C)cc1)c1ccc([N+](=O)[O-])cc1 (centres undefined)	-1	1	0.1	17	3	-2	7	-6	-1
COc1ccc(NC(C)=O)cc1NC(=O)CSc1nnc(-c2ccc(F)cc2)n1N	0	1	0.4	16	5	6	-2	3	0
CCN(CC)CCN1C(=O)Cn2c(C)c(C)c3cccc1c32	-3&-3	0&0	-0.1&-0.1	1&-7	-5&15	-4&5	13&-4	1&-19	5&9
S=C(NCCN1CCOCC1)C(=S)NCCN1CCOCC1	-2	1	0.4	19	5	-4	-13	-17	8

# Assay outcomes as filed in PubChem.
